Bioassay records (PubChem)
KCC2 mod: modulators of human KCC2 chloride dependent transport | B-score of Tl+ flux slope (higher = more flux/activation; lower = inhibition) at 10 µM | 190,000 tested, 2.2% active | KCC2 cells, thallium flux FluoZin-2 fluorescence;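 active = thallium flux slope and its plate-corrected score both differing from the plate sample mean at a set confidence after two filtering rounds, in either direction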;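 note: slope of fluorescence scaled to starting intensity during 10 to 20 s after thallium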
p97 inhibitor: human p97 ATPase inhibition; P55072; recombinant p97 ATPase, Kinase-Glo ATP luminescence, 3 h; inhibition, % at 8 µM; 220,000 tested, 0.42% active; AID 1481; in the data active = inhibition above about 15%;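 note: 0% = DMSO vehicle and 100% = wells lacking enzyme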
FXIIa inh 1536: inhibitors of human coagulation factor XIIa. purified FXIIa, Boc-QGR-AMC fluorogenic substrate, 2 h. inhibition, % at 5 µM. 220,000 tested, 0.3% active. AID 800; in the data active = inhibition above about 40%;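 note: 0% = enzyme with no compound and 100% = blank without enzyme; many of its hits are not listed in these tables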
PERK inhibitor: blocks human PERK kinase | CHO PERK-DD fusion, SEAP luminescence translation reporter | inhibition, % at 5.6 µM | 220,000 tested, 0.17% active | Q9NZJ5;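 active = inhibition above the mean inhibition of all tested compounds plus 3 SD, set separately per screening campaign, cut at about 2.9% in these data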;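 note: PERK kinase domain activated by AP20187 dimerizer at 100 nM; 0% = DMSO with dimerizer and 100% = rapamycin at 8.4 µM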
Furin inh: blocks human furin protease activity; purified furin, fluorogenic substrate cleavage; 220,000 tested, 0.061% active; P09958; inhibition, % at 30 µM; in the data active = inhibition above about 25%; note: inactives centre near -15
Wee1 degr inh: blocks degradation of human Wee1 kinase. P30291. HeLa Luc-Wee1K328M stability, luciferase luminescence; 100% = proteasome inhibitor MG132 effect. reporter increase, % at 5 µM. 220,000 tested, 1.2% active;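 active = activation above the mean of all tested compounds plus 3 SD, set per screening run, cut at about 8.8% in these data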;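 note: cells exposed to compound for 20 h before luminescence read; 0% = DMSO alone and 100% = MG132 at 30 µM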
FXIa inh: factor XIa (human) inhibition | P03951 | purified FXIa, Boc-Glu-Ala-Arg-AMC fluorogenic substrate | inhibition, % at 5 µM | 220,000 tested, 0.14% active;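 active = inhibition of at least 40%; inactive = inhibition below 40%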;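 note: fluorescence of freed AMC excited at 355 nm; 0% = enzyme without compound and 100% = no enzyme blank; many of its hits are not listed in these tables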
Target sequence (P03951 19-387 limits assumed): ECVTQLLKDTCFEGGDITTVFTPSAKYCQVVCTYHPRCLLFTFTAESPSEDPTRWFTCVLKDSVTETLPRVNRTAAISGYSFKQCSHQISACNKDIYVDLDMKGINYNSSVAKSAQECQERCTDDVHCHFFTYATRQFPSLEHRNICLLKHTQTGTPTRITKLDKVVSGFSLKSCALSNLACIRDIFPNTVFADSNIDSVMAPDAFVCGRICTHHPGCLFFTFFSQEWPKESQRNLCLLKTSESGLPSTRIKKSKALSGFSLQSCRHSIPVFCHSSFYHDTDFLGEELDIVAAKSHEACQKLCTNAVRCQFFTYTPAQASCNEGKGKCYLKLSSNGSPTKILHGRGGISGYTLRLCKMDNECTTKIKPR
Target sequence (P03951 388-625 limits assumed): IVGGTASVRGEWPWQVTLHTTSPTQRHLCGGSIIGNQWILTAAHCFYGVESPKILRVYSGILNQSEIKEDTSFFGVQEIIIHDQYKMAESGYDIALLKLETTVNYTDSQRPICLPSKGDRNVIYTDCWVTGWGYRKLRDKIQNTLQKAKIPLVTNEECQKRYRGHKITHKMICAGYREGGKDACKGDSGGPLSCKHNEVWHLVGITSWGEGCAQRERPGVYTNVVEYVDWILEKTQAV
KLK5 inh: blocks human kallikrein 5 protease activity; recombinant hK5, fluorogenic AMC substrate cleavage; 210,000 tested, 0.59% active; AID 873; inhibition, % at 5 µM; Q9Y337;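 active = inhibition of 40% or more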;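 note: 0% = enzyme controls without compound and 100% = no-enzyme blanks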
Target sequence (Q9Y337 67-293 limits assumed): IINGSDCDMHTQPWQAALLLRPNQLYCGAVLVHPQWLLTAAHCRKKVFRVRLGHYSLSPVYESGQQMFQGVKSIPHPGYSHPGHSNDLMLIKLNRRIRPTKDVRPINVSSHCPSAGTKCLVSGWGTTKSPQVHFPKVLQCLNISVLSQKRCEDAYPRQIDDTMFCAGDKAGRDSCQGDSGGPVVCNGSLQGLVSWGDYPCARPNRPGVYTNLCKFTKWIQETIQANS
thrombin 1536: thrombin (human) inhibition. P00734. alpha-thrombin, Boc-VPR-AMC fluorogenic substrate cleavage. inhibition, % at 5 µM. 220,000 tested, 0.26% active. AID 1046;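 active = inhibition at or above 40%; inactive = inhibition below 40%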;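 note: 0% = enzyme with no compound and 100% = wells without enzyme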
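Material: human alpha-thrombin protein. Incubation: reaction at ambient temperature. Technique: fluorescence of released AMC, ex 355 nm, em 460 nm. Control set: no-compound enzyme wells and no-enzyme blanks. Also added: Boc-VPR-AMC substrate, 15 µM final. Buffer or medium: pH 7.5 Tris (50 mM) with NaCl 150 mM, Tween 20 0.05%.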
The depositor's hits bear a star; . = no result given; [ ] = another dose, or the depositor's remark. No enrichment for hits. About 4.4% of those tested had a hit in this group.

[1] O=C1CCC(=O)N1CC(O)COc1ccccc1 (centres undefined)
[2] CC(C)CCSc1nc(N)c(C#N)cc1C#N
[3] COCCSc1nc2c(c(=O)[nH]c(=O)n2C)n1CCC(C)C
[4] COC(=O)c1cccc(NC(=S)NC(C)C)c1
[5] CC1CCN(C(=O)/C(=C/c2ccccc2Cl)c2ccccc2)CC1
compound no.	1	2	3	4	5
KCC2 mod	.	-0.22	0.014	0.5	-1.3
p97 inhibitor	-3	-5	-5	4	-2
FXIIa inh 1536	1	16	11	10	14
PERK inhibitor	0.3	-0.5	-1.2	-0.2	1.2
Furin inh	-3	-15[20 µM]	-19	-16	-14[20 µM]
Wee1 degr inh	1	-3	0	1	1
FXIa inh	4	5	3	1	12
KLK5 inh	-3	-10	-1	6	-2
thrombin 1536	-5	0	-1	-3	2

[6] CC(NC=C1C(=O)OC(C)(C)OC1=O)C(=O)O (centres undefined)
[7] O=Cc1cccc(OC(=O)c2ccc(Cl)cc2Cl)c1
[8] O=C(CC1NCCNC1=O)Nc1ccc2c(c1)OCCO2 (centres undefined)
[9] CCc1ccc(/C=N/NC(=O)c2c[nH]c3ccccc23)s1
[10] O=C(OCC(=O)c1ccc[nH]1)c1ccccc1
compound no.	6	7	8	9	10
KCC2 mod	0.98	.	.	-3.4	0.15
p97 inhibitor	0	14	5	7	3
FXIIa inh 1536	5	4	13	9	1
PERK inhibitor	3.3*	0.8	1.0	0.5	2.0
Furin inh	-16	-16[20 µM]	-25[20 µM]	4	-12
Wee1 degr inh	4	1	2	8	2
FXIa inh	-1	-7	7	5	-2
KLK5 inh	.	-27	-14	-3	-2
thrombin 1536	2	-10	-2	1	-10

[11] CCOC(=O)c1c(NC(=O)/C=C/c2ccc(C)o2)sc(C)c1C
[12] Cc1cc(Cl)ccc1NC(=S)NCc1ccc(S(N)(=O)=O)cc1
[13] CNC(=O)c1ccccc1NC(=O)c1cccc(S(=O)(=O)N2CCCCC2)c1
[14] O=C(/C=C/c1ccccc1)NC1CC2CCC1C2 (centres undefined)
[15] C/C(=N\NC(=O)c1ccc(F)cc1)c1cccc(NC(=O)c2ccco2)c1
compound no.	11	12	13	14	15
KCC2 mod	.	-0.43	-0.41	-0.55	-0.48
p97 inhibitor	3	-3	2	2	1
FXIIa inh 1536	1	4	14	14	3
PERK inhibitor	-0.3	0.6	1.1	0.1	-1.1
Furin inh	-8	-10	-25	0	-18[20 µM]
Wee1 degr inh	0	-1	-3	1	0
FXIa inh	-13	-3	3	1	-4
KLK5 inh	1	-5	.	-14	-19
thrombin 1536	-4	-3	5	1	-9

[16] CC(C)=C(C#N)c1nc2ccccc2s1
[17] CC(C)OCCCNC(=O)C1CCC(CNS(=O)(=O)c2ccccc2)CC1 (centres undefined)
[18] CN1CCN(S(=O)(=O)c2cccc(C(=O)Nc3ccccc3N3CCOCC3)c2)CC1
[19] COC(=O)c1c(NC(=O)c2c(Cl)cnn2C)sc(C)c1C
[20] CCNc1nc(NCC)nc(OCCNS(=O)(=O)c2ccccc2)n1
compound no.	16	17	18	19	20
KCC2 mod	0.63	-1.6	0.21	1.8	-0.14
p97 inhibitor	7	9	-2	5	0
FXIIa inh 1536	18	26	7	8	7
PERK inhibitor	-0.3	0.6	-0.3	1.7	-0.9
Furin inh	-5[20 µM]	-21	-33	-31	-21
Wee1 degr inh	1	2	-2	1	-4
FXIa inh	8	8	2	-3	-1
KLK5 inh	1	-9	-5	1	1
thrombin 1536	3	2	5	-5	-1

[21] CCCc1nc2sc3ccccc3c(=O)c2c(=O)n1Cc1ccco1
[22] CC(C)NC(=O)c1onc(CSc2ccc(C(C)C)cc2)c1C(=O)O
[23] NC(=O)C1=C[C@@H](c2ccc(Br)cc2)C[C@@H](OCCCCO)O1
[24] CCN(CC)S(=O)(=O)c1ccc(NC(=O)CSc2ncnc3ccccc23)cc1
[25] COc1cccc(NC(=O)/C=C/c2ccccc2[N+](=O)[O-])c1
compound no.	21	22	23	24	25
KCC2 mod	0.16	-2.4	1.2	-5.2*	-1.5
p97 inhibitor	11	-1	6	7	-1
FXIIa inh 1536	21	7	3	16	14
PERK inhibitor	-1.0	1.8	-0.6	-0.3	-0.6
Furin inh	-15	-14[20 µM]	-16	-13	-6
Wee1 degr inh	1	0	5	1	0
FXIa inh	18	-2	3	10	4
KLK5 inh	-16	-13	1	-6	-10
thrombin 1536	1	-5	-3	-3	-7

Arranged by value in Furin inh (high to low): some entries from above.
#	Molecule	Furin inh
25	COc1cccc(NC(=O)/C=C/c2ccccc2[N+](=O)[O-])c1	-6
24	CCN(CC)S(=O)(=O)c1ccc(NC(=O)CSc2ncnc3ccccc23)cc1	-13
21	CCCc1nc2sc3ccccc3c(=O)c2c(=O)n1Cc1ccco1	-15
23	NC(=O)C1=C[C@@H](c2ccc(Br)cc2)C[C@@H](OCCCCO)O1	-16

Following part:
[26] CN1C(=O)c2cccc3c(Cl)ccc(c23)C1=O
[27] CC1=C(C(=O)OCC2CCCO2)C(c2coc3ccc(C)cc3c2=O)C2=C(CCCC2=O)N1 (centres undefined)
[28] Cc1cccc(C)c1Nc1nnc(SCc2cn3cccc(C)c3n2)s1
[29] CC(Cl)C(=O)Nc1cc(C(F)(F)F)ccc1N1CCOCC1 (centres undefined)
[30] O=C(N/N=C/c1ccncc1)c1ccccc1
compound no.	26	27	28	29	30
KCC2 mod	.	-0.81	0.0035	-1.5	-1.2
p97 inhibitor	1	0	4	3	1
FXIIa inh 1536	-4	-1	9	-1	23
PERK inhibitor	1.7	-0.3	0.1	-0.1	3.6*
Furin inh	-24[20 µM]	-31	-12	-10	1
Wee1 degr inh	2	-2	0	2	2
FXIa inh	17	0	3	-10	-10
KLK5 inh	-36	-2	-5	-10	12
thrombin 1536	1	-5	-9	-10	3

[31] COC(=O)c1ccc(CSc2nccn2C)cc1
[32] C=CCn1c(SCC(=O)N2CC(=O)Nc3ccccc32)nc2scc(-c3ccccc3)c2c1=O
[33] O=C(NCc1ccc(F)cc1)C(c1cccs1)N(C(=O)c1csnn1)C1CC1 (centres undefined)
[34] O=C(NCCO)c1ccc2c3n(nc2c1)-c1ccc(Cl)cc1CO3
[35] Cc1ccc(C(=O)NCC(=O)NCC(=O)OCC(=O)c2ccc(Br)cc2)cc1
compound no.	31	32	33	34	35
KCC2 mod	-0.83	-0.6	0.65	-1	1.5
p97 inhibitor	1	13	4	.	5
FXIIa inh 1536	13	15	13	6	13
PERK inhibitor	1.6	-0.7	-0.5	.	1.2
Furin inh	-17[20 µM]	-27[20 µM]	-13	-11	-3
Wee1 degr inh	-2	0	-3	.	-1
FXIa inh	4	1	4	3	6
KLK5 inh	4	0	0	3	-18
thrombin 1536	3	4	-2	0	2

[36] C/C(=N\NC(=O)c1cccc(S(=O)(=O)Nc2ccccc2Cl)c1)c1ccc(-n2ccnc2)cc1
[37] C/C(N)=C(/C#N)C(=O)CSc1nnc(Nc2cccc(C)c2C)s1
[38] CCN(Cc1ccccc1)Cc1c(C)[nH]c2c(C)c(C)ccc2c1=O
[39] N#Cc1cnn(Cc2ccccc2)c1/N=C/N1CCOCC1
[40] Cc1c(N2C(=O)CS/C2=N\N=C\c2ccc(Br)cc2)c(=O)n(-c2ccccc2)n1C
compound no.	36	37	38	39	40
KCC2 mod	1.6	-2.4	-0.62	0.00066	-0.49
p97 inhibitor	1	3	3	-4	2
FXIIa inh 1536	7	6	0	5	11
PERK inhibitor	-0.1	-0.8	-1.3	-0.5	0.2
Furin inh	-2[20 µM]	-27	-16[20 µM]	-19[20 µM]	-15[20 µM]
Wee1 degr inh	-1	5	-1	1	3
FXIa inh	-3	0	0	-3	1
KLK5 inh	12	13	-25	-9	11
thrombin 1536	-4	0	-4	3	-2

[41] CCCCCCOc1ccc(N2C(=O)CC(N3CCN(CCN=CC4C(=O)CC(C)(C)CC4=O)CC3)C2=O)cc1 (centres undefined)
[42] Cc1cc(=O)[nH]c2c1c(-c1ccccc1)nn2C
[43] COc1ccc(C(CC(=O)O)NC(=O)Cc2ccccc2)cc1 (centres undefined)
[44] O=C(O)Cc1c(-c2ccccc2Cl)c2cc(Br)ccc2[nH]c1=O
[45] CCc1nc(N=Nc2c(O)[nH]c3ccccc23)c2c3c(sc2n1)CCC3
compound no.	41	42	43	44	45
KCC2 mod	-1.1	0.49	-0.65	.	-0.13
p97 inhibitor	-2	12	4	5	5
FXIIa inh 1536	13	2	2	6	6
PERK inhibitor	0.9	2.1	1.0	1.6	0.4
Furin inh	-15	-17	-23	-8	-2
Wee1 degr inh	-1	0	1	0	-2
FXIa inh	0	3	-2	3	3
KLK5 inh	-7	-7	-10	0	-13
thrombin 1536	-10	-11	-1	-4	-12

[46] O=C1CCCC/C1=C/Nc1ccc(S(=O)(=O)Nc2ncccn2)cc1
[47] COc1ccc(N2C(=O)C3CCCN3C2c2ccc(C)cc2)cc1 (centres undefined)
[48] COc1ccc(N2C(=O)CN(Cc3cc(OC)c(OC)c(OC)c3)C2=S)cc1
[49] Clc1cccc(Cl)c1Cn1cnc(=NCc2ccco2)c2[nH]cnc21
[50] CC(C)(C)c1ccccc1NC(=O)c1ccc2c(c1)SC1=NS(=O)(=O)CCN12
compound no.	46	47	48	49	50
KCC2 mod	-0.42	-0.77	0.61	.	-0.49
p97 inhibitor	6	1	1	0	-10
FXIIa inh 1536	21	5	5	6	3
PERK inhibitor	-1.0	0.2	-0.1	-0.7	1.2
Furin inh	1[20 µM]	-2	-20	-27	-10
Wee1 degr inh	1	-1	0	-1	0
FXIa inh	7	11	0	-7	-4
KLK5 inh	40	-7	1	-17	-9
thrombin 1536	27	6	-7	-13	-10

[51] Cc1ccc(-n2cc(CN3CCC(CO)(Cc4ccccc4)CC3)cn2)cc1
[52] CCn1c(=S)[nH]c2c(c1=O)C(C)(C)Cc1ccccc1-2
[53] O=C(O)c1cccnc1SCC(=O)N1CCCc2ccccc21
[54] O=C(CN1CCOCC1)Nc1nc2ccc([N+](=O)[O-])cc2s1
[55] COc1ccccc1NC(=O)CSCC(N)=O
compound no.	51	52	53	54	55
KCC2 mod	-1.8	151*	0.07	1.3	0.53
p97 inhibitor	4	1	4	1	0
FXIIa inh 1536	3	14	3	-1	12
PERK inhibitor	0.0	1.4	0.0	0.8	1.0
Furin inh	-23	-17	-12	-10	-21[20 µM]
Wee1 degr inh	-3	-1	-3	-2	-2
FXIa inh	-2	2	-1	-6	2
KLK5 inh	-3	2	-3	4	5
thrombin 1536	-2	0	-3	-8	5

[56] N#CCCN(CCC#N)S(=O)(=O)c1ccc(C(=O)Nc2nnc(C3=COCCO3)o2)cc1
[57] O=C(CSc1nnc(-c2ccccc2)c(-c2ccccc2)n1)Nc1ccc(Br)cn1
[58] COc1ccc(CC(=O)NNc2ncnc3c2cnn3Cc2ccccc2)cc1OC
[59] N#C/C(=C(/O)c1ccccc1F)c1nc2cc(C(F)(F)F)ccc2s1
[60] CN(Cc1ccccc1)CC(O)COc1ccc(CNCCc2ccncc2)cc1 (centres undefined)
[61] c1cnc(-c2nnc3n2CCCCC3)cn1
[62] Cc1cc(C)n(C(=O)CCCn2cc([N+](=O)[O-])cn2)n1
[63] Fc1ccc(-c2cc(C(F)(F)F)nc(N3CCCCC3)n2)cc1
compound no.	56	57	58	59	60	61	62	63
KCC2 mod	1	0.038	0.58	-1.2	-0.23	.	-0.47	.
p97 inhibitor	3	4	6	-1	-5	-4	1	-5
FXIIa inh 1536	11	28	3	12	12	7	5	15
PERK inhibitor	0.8	0.9	-0.5	0.9	-1.1	1.0	0.7	-0.7
Furin inh	-33	-8	-17	-21	-19	-13	-21	-20
Wee1 degr inh	1	-3	3	-2	-2	-3	-1	1
FXIa inh	4	23	2	4	-2	5	1	0
KLK5 inh	2	2	2	21	4	0	-4	-12
thrombin 1536	0	62*	1	2	-5	-2	4	-3
